High-throughput results (PubChem BioAssay)
proKLK7 act – proKLK7 (human) activation, primary screen; 0.9% of 370,000 active; purified proKLK7, EDANS-DABCYL substrate fluorescence; 100% is mature enzyme control, 0% vehicle; activation, % at 7 µM; AID 652039;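 active means activation above the mean of all tested compounds plus 3 SD, computed per campaign excluding outliers beyond control limits, cut at about 13% in these data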
Target sequence (P49862 whole entry, looked up): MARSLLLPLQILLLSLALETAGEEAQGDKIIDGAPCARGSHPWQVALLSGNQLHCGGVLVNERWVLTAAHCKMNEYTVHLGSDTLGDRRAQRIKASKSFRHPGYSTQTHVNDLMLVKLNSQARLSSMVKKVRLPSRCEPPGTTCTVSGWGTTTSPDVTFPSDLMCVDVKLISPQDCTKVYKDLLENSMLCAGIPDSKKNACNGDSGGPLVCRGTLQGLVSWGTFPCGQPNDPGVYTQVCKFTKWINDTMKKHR
TDP2 inh – blocks human TDP2 phosphodiesterase activity. recombinant TDP2, T5PNP hydrolysis, p-nitrophenol absorbance 415 nm. inhibition, % at 12.8 µM. 0.34% of 370,000 active;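 active means inhibition above the mean of all tested compounds plus 3 SD, set per campaign, cut at about 25% in these data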;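 further: 0% = DMSO with enzyme and 100% = buffer with substrate but no TDP2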
Target sequence (O95551 whole entry, looked up): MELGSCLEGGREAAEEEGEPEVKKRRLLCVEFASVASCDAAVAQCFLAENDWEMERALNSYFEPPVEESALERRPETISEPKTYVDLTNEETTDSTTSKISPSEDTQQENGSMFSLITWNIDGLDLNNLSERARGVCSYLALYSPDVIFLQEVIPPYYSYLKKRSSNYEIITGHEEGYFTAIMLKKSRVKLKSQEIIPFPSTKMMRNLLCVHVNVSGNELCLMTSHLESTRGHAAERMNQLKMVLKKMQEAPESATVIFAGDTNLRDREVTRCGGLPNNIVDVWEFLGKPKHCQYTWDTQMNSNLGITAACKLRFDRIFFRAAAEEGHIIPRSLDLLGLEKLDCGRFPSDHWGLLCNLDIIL
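System – recombinant human TDP2 · Quantity – TDP2 enzyme at 120 nM final · Doses – single concentration, 12.8 µM nominal, with 1% DMSO · Incubation – 2 h at 37 °C · Measured by – epi absorbance of p-nitrophenol freed from T5PNP by hydrolysis · Read-out – % inhibition relative to enzyme-containing and enzyme-free wells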
Tn6 DDE FP – disrupts Tn6 cyclic peptide binding to fibrin D-Dimer-E complex | P02675 | Fibrin DD(E) TRITC-Tn6 fluorescence polarization displacement | inhibition, % at 8.3 µM | 0.21% of 370,000 active;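 active means inhibition above a per-campaign cutoff: mean of compounds within control limits plus 3 SD, cut at about 15% in these data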;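 further: 0% = median of all compound wells on the plate and 100% = blocking peptide control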
MBD2 DNA inh – MBD2-methylated oligo binding inhibition | Q9UBB5 | TR-FRET, MBD2 binding to methylated oligonucleotide | inhibition, % at 4.4 µM | 0.31% of 370,000 active; in the data active means inhibition above about 13%
Target sequence (Q9UBB5 whole entry, looked up): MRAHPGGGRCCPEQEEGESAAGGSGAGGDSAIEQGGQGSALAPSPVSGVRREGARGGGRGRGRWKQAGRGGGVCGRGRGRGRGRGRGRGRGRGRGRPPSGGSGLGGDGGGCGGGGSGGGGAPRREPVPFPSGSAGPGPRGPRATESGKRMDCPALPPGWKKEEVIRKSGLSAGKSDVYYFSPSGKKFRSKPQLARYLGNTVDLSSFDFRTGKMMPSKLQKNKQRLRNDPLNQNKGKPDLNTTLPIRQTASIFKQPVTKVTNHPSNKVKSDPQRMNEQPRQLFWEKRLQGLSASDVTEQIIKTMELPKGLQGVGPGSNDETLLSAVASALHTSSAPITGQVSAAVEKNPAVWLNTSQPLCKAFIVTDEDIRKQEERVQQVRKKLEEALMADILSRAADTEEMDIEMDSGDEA
SIAE primary – blocks human sialic acid acetylesterase; inhibition, % at 9.66 µM; 0.69% of 370,000 active; Q9HAT2; SIAE FP-Rh probe binding, fluorescence polarization; AID 1053197;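 active means inhibition above a cutoff: mean of compounds within the control limits plus 3 SD of those, cut at about 17% in these data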;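 further: 0% = plate median of compound wells and 100% = probe without SIAE protein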
PRMT1 FP inh – blocks human protein arginine methyltransferase 1; Q99873; recombinant PRMT1, activity-based probe fluorescence polarization; inhibition, % at 2.79 µM; 1.3% of 370,000 active; AID 652257;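 active means inhibition above about 21% made by adding two undisclosed values, limit read from the data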
TCR-CD3 inh – blocks the human TCR-CD3 interaction; TAMRA-labeled TCR probe fluorescence, biochemical; AID 651800; inhibition, % at 9.4 µM; 0.37% of 360,000 active; in the data active means inhibition above about 19%;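 further: recombinant mutant TCR 2C K166C tagged with TAMRA read by polarization; 0% = receptor in buffer alone and 100% = receptor with positive control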
LEDGF integ inh – blocks HIV-1 LEDGF/p75-dependent DNA integration; TR-FRET IN-LEDGF/p75 DNA integration, Eu/Cy5; 0.64% of 370,000 active; inhibition, % at 3.7 µM;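 active means inhibition above the screen-wide mean plus 3 SD, cut at about 13% in these data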;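 further: signal is the Cy5 over europium emission ratio at 671 and 618 nm; 0% = plate median of compound wells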
Tn7 DDE FP – DD(E)-Tn7 binding inhibition, primary FP screen; FP displacement of FITC-Tn7 peptide from fibrin DD(E); 0% = median of compound wells per plate; P02675; inhibition, % at 8.3 µM; 0.13% of 370,000 active;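 active means inhibition above the mean of compounds falling within the control limits plus 3 SD of them, cut at about 14% in these data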;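 further: 0% = plate median of compound wells and 100% = 10 µM Aha-Tn7 peptide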
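Assay system: Human fibrin DD(E) protein | Medium: Tris buffer with calcium and detergent, pH 7.8 | Reagent: 0.1 µM fluorescent Tn7 | Compound dosing: Single point at 8.3 µM | Times: 10 min preincubation, 3 h with tracer, room temperature | Detection: Fluorescence polarization of the labelled Tn7 tracer | Controls: Aha-Tn7 high control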
UHRF1 MBD2 ctr – UHRF1 methyl-DNA binding inhibition | UHRF1 binding to methylated oligo, TR-FRET | inhibition, % at 4.4 µM | 0.75% of 370,000 active; in the data active means inhibition above about 21%;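 further: UHRF1 SRA domain binding a hemimethylated CpG hairpin DNA probe; 0% = median of test compound wells and 100% = reference inhibitor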
* marks the source's active call; other numbers are inactive results; & = joins results of further samples.

SMILES	proKLK7 act	TDP2 inh	Tn6 DDE FP	MBD2 DNA inh	SIAE primary	PRMT1 FP inh	TCR-CD3 inh	LEDGF integ inh	Tn7 DDE FP	UHRF1 MBD2 ctr
O=C(Nc1ccc(S(=O)(=O)N2CCCC2)cc1)C1CCCN1C(=O)c1cccs1 (stereo not drawn)	0.3	-15	-2	1	-7	-4	-1	2	-6	6
C/C(Cc1ccccc1)=N\NC(=O)c1ccc(F)cc1	-0.1	-4	-11	-5	3	-3	12	-3	-5	0
C=CCn1c(SCC(=O)NC2CC2)nc2sc(CC)cc2c1=O	-0.3	-2	1	3	0	2	-2	-1	-1	1
COC(=O)C1=C(COc2ccc(C=O)cc2OC)NC(=O)NC1c1cc(C)ccc1C (stereo not drawn)	0.0	-6	4	-6	3	-1	8	-1	-3	-1
Cc1cc(C)nc(-n2ncc3c2CC(c2ccc(F)cc2)CC3=O)n1 (stereo not drawn)	0.9	10	11	-2	1	-2	6	-2	8	-1
C/C(=N\NC(=O)CN1CCN(Cc2ccccc2)CC1)c1ccncc1	0.1	-4	-4	-9	2	-2	4	-7	5	-2
CN(C)CCC(Oc1ccccc1OCc1ccccc1)c1ccccc1 (stereo not drawn)	0.7	12	3	2	2	-1	0	-1	-3	0
COc1cccc(C(=O)NC(=S)Nc2ccc3oc(=O)ccc3c2)c1	-0.7	6	2	4	3	-3	-2	-3	2	0
Cc1ccc2c(c1Br)/C(=N/N1C(=O)c3ccccc3C1=O)C(=O)N2	0.0	16	-5	-13	-6	-4	3	0	-3	-8
COc1cc(-c2cc(C(=O)NN3CCN(C)CC3)c3ccccc3n2)cc(OC)c1OC	-0.3	3	-5	-3	3	-3	5	-1	-7	-1
COc1ccc(-c2nnc(NC(=O)c3cccs3)s2)c(OC)c1	-0.1	-11	2	0	-6	8	-5	-10	-5	1
C=CCn1c(SCC(=O)OCc2ccccc2)nc2c1c(=O)n(C)c(=O)n2C	0.5	2	-2	-5	1	1	4	-2	-4	-2
COc1ccc(CC(=O)Nc2ccc(C(=O)NC(C)(C)C)cc2)cc1OC	-0.3	12	4	1	3	0	6	3	-5	1
O=S(=O)(Nc1ccc(S(=O)(=O)Nc2ccccc2)cc1)c1ccccc1	0.5	1	3	-5	-3	-3	3	-1	8	-2
Cc1ccc(NC(=O)CN(C)C(=O)CSc2nc(C)cs2)cc1	-0.2	3	2	-4	-1	-3	2	7	-3	0
Cc1ccccc1OCCN1C(=O)NC2(CCCc3ccccc32)C1=O (stereo not drawn)	0.9	4	-7	-1	0	0	-2	-1	-2	0
CCOc1ccc(NC(=O)CN2CCN(c3ccc(F)cc3)CC2)cc1S(=O)(=O)N1CCCC1	0.3	-18	-13	5	-1	-4	-14	3	-12	4
CN1CCCN(S(=O)(=O)c2cccc(Cl)c2Cl)CC1	0.4	2	2	3	2	0	4	-3	2	5
Cc1cc(C)nc(SCC(N)=O)n1	0.1	1	-8	-1	-10	1	-6	-5	0	1
O=C(NCC(O)c1ccccc1)c1cccs1 (stereo not drawn)	0.0	7	3	-2	-5	-2	6	-6	1	-4
CCC1OC(C(C)C)Cc2[nH][nH]c(=O)c21 (stereo not drawn)	0.3	11	3	-1	17*	-2	-8	0	0	-7
O=c1cc(CNCCCO)c2ccccc2[nH]1	0.9	10	1	7	6	4	-4	3	-2	0
COc1ccc(CN2C(=O)C(CC(C)C)Nc3ncnc(N4CCN(c5ccccc5)CC4)c32)cc1 (stereo not drawn)	-1.2&0.0	8&-8	-4&-9	-6&-5	1&-1	2&-9	0&3	-2&1	-3&-3	-3&-4
CCCC(=O)Nc1ccc(Cl)c(NC(=O)c2cccnc2Cl)c1	-0.1	0	12	-2	1	0	6	-1	4	0
COC(=O)Nc1ccc(S(=O)(=O)N2CCC(C(=O)NC3CCCCC3)CC2)cc1	0.5	-9	5	1	3	-4	8	2	8	0
CCCc1nnc(SCC(=O)Nc2ccc(Cl)cc2Cl)o1	0.3	-11	15	-5	-4	3	2	-4	1	1
CCOC(=O)C1C(=O)OC2(CCOC(C)(C)C2)C1C(=O)OCC (stereo not drawn)	-0.3	-2	10	3	-7	1	-4	-4	7	0
Cc1cc(C)n2ncc(-c3cccc(Br)c3)c2n1	-53	1	2	2	-3	-2	1	0	-1	-2
CCOc1ccc2nc(NC(=O)CSCC(=O)Nc3cc(C)on3)sc2c1	0.4	-5	1	-1	-3	-1	6	2	-5	2
CCOC(=O)CSC1=C(C#N)C(c2sccc2C)CC(=O)N1 (stereo not drawn)	1.7	10	5	-7	-2	-1	-7	1	5	-5
CC(Sc1nc(NCc2ccccc2)nc(N2CCOCC2)n1)C(=O)Nc1ccccc1 (stereo not drawn)	0.5	-2	-5	-2	-3	1	4	1	6	1
COc1cc(Cl)ccc1OCc1cc(C(=O)N2CCN(C)CC2)no1	-0.1	-15	-6	-4	-3	-2	-9	1	-5	4
C1=C(CCNC2=NCCCCC2)CCCC1	-0.3	-9	1	3	-2	-2	0	2	4	20
CCOC(=O)C1CCCN(CC(O)COc2ccccc2C(C)=O)C1 (stereo not drawn)	0.1	5	-2	1	-2	-2	0	4	-3	2
COc1ccc(N2C(=O)CSC2c2ccncc2)cc1 (stereo not drawn)	0.3	1	0	3	4	2	-4	1	4	-1
COC(=O)c1cc2nc(-c3ccccc3)cc(C)n2n1	5.2	3	2	-2	-3	8	-5	3	-6	2
S=C(c1ccc(N2CCOCC2)cc1)N1CCOCC1	0.7	-7	2	0	1	4	-2	-1	2	0
CCCCCCNC(=O)CC(NS(=O)(=O)c1ccc(NC(C)=O)cc1)C(C)C (stereo not drawn)	0.8	3	2	-4	3	1	3	1	-2	-6
CN(C)c1ccc(S(=O)(=O)NCC(=O)NCc2ccccc2)cc1[N+](=O)[O-]	0.5	-15	2	-3	-1	27*	3	-1	-2	-4
COc1ccccc1-c1nc2c3ccccc3nc(=S)n2[nH]1	0.8	-10	6	0	-4	1	-5	5	1	-6
O=C1C(O)CC2c3ccccc3CC3(CCCC3)N12 (stereo not drawn)	-1.0	-6	3	-4	2	-1	2	-1	-9	-3
COc1ccc2[nH]cc(C3N4CC5(C)CN3CC(C)(C4)C5=O)c2c1 (stereo not drawn)	-0.7	-3	9	3	0	-3	1	0	5	-2
CCN(CC(=O)Nc1ccccc1SC)Cc1nc2ccccc2c(=O)[nH]1	0.5	0	2	6	-2	4	4	-7	7	1
Cc1ccc(C2CC(c3cccs3)=NN2S(=O)(=O)c2ccc(C)cc2)cc1 (stereo not drawn)	0.3	-6	5	5	-5	3	-4	2	1	5
Cc1cc(-n2c(SCC(=O)Nc3ccc(Br)cc3)nc3n[nH]c(C)c3c2=N)ccc1Cl	-0.2	6	2	0	-9	3	-1	-2	2	1
COc1ccccc1-n1ccnc(SCC(=O)NCc2ccccc2Cl)c1=O	0.2	29*	3	-1	-1	20	5	0	3	0
CC1CN(S(=O)(=O)c2cccc(C(=O)N(C)C3CCN(C)CC3)c2)CC(C)O1 (stereo not drawn)	-0.5	-1	-4	4	-2	-1	1	-1	-6	0
Cc1ncc([N+](=O)[O-])n1CC(=O)Nc1cccc(C(F)(F)F)c1	0.0	2	-1	0	-3	-1	4	1	3	0
CCCc1nc2ccc(Cl)cn2c1Cc1cccc(Cl)c1	0.1	-1	-4	9	4	6	-6	5	-3	20
Cc1ccc(S(=O)(=O)N2[C@@H](c3cccc(Cl)c3)C(C(=O)OC(C)(C)C)=CC[C@H]2c2cccc(Cl)c2)cc1	0.0	-15	0	-4	-1	-2	-4	6	-6	-5
N#C/C(C(N)=O)=C1/SC=C(c2ccccc2)N1c1ccccc1	12	-26	-8	-2	-5	-4	2	8	-1	2
C(=N\Nc1nc2ccccc2[nH]1)/c1ccc2c(c1)OCCO2	-0.6	1	-3	-4	16	0	0	-2	3	-1
Cc1cc2oc(=O)cc(CN3CCCCC3C)c2c(C)c1Cl (stereo not drawn)	0.6	-8	-4	2	7	0	2	-1	5	0
COc1ccc(C(C)=O)cc1CSc1nc2ccccc2c(=O)n1-c1cccc(C)c1	-0.4	-1	-1	1	-17	3	-4	0	0	0
O=C(Nc1ccccc1)OCCOc1ccc(Cl)cc1Cl	0.7	-6	-7	-7	-11	-1	4	-3	1	-6
N#C/C(=N\Nc1ccc(Cl)cc1)C(N)=S	-0.1	2	7	-7	10	-2	1	-4	2	1
CCN(C(=O)C(C)Cl)c1ccccc1 (stereo not drawn)	-0.3	9	-10	-2	1	-6	-2	5	0	-4
CCOC(=O)N1CCN(c2cc(=O)n(-c3ccc(OCC)cc3)c(=O)[nH]2)CC1	0.6	4	1	2	2	-1	9	-1	6	-4
CC(=O)Nc1ccc(NC(=O)CSc2nc3nc(-c4cccs4)cc(C(F)(F)F)c3c(=O)[nH]2)cc1	0.8	-7	1	-2	-3	4	3	3	-3	0
CCCCn1c(O)c(N=NC(=O)c2ccco2)c2ccccc21	0.6	5	0	-5	3	-2	0	1	-5	-5

Continued:
SMILES	proKLK7 act	TDP2 inh	Tn6 DDE FP	MBD2 DNA inh	SIAE primary	PRMT1 FP inh	TCR-CD3 inh	LEDGF integ inh	Tn7 DDE FP	UHRF1 MBD2 ctr
COc1ccc(-c2ccc(NC(=O)c3ccco3)cc2)nn1	-1.1	-3	2	-3	-2	3	-1	-1	2	0
N#Cc1cccc(NC(=O)c2cc(C3CCCCN3S(=O)(=O)c3cccc4cccnc34)on2)c1 (stereo not drawn)	0.2	1	5	1	-32	1	6	-1	2	0
Cc1ccc(CC(=O)Nc2cccc([N+](=O)[O-])c2)cc1	0.4	-8	-1	1	-5	1	6	3	-2	-1
Cn1c(=O)c2c(ncn2CC(=O)OCC(=O)Nc2ccccc2)n(C)c1=O	0.3	7	-11	1	3	-2	5	3	1	0
CC1=C(C(=O)N2CCCC(C(=O)c3cccc4ccccc34)C2)OCCO1 (stereo not drawn)	0.0	-13	8	6	6	-2	6	4	0	5
Cc1nc2c(C)cccn2c1/C(O)=C1\C(=O)C(=O)N(CCN2CCOCC2)C1c1cccs1 (stereo not drawn)	-0.5	9	7	2	-4	3	-5	-3	5	-1
CC1CCN(C(=O)CSc2nnc(-c3cccnc3)o2)CC1	0.3	7	-2	0	2	-3	6	0	0	-3

Three of the entries above in order of their number in UHRF1 MBD2 ctr, largest number first.
SMILES	proKLK7 act	TDP2 inh	Tn6 DDE FP	MBD2 DNA inh	SIAE primary	PRMT1 FP inh	TCR-CD3 inh	LEDGF integ inh	Tn7 DDE FP	UHRF1 MBD2 ctr
CCCc1nc2ccc(Cl)cn2c1Cc1cccc(Cl)c1	0.1	-1	-4	9	4	6	-6	5	-3	20
Cc1ccccc1OCCN1C(=O)NC2(CCCc3ccccc32)C1=O (stereo not drawn)	0.9	4	-7	-1	0	0	-2	-1	-2	0
COc1ccc2[nH]cc(C3N4CC5(C)CN3CC(C)(C4)C5=O)c2c1 (stereo not drawn)	-0.7	-3	9	3	0	-3	1	0	5	-2

Compounds as they come; 4.6% or so of the library scored in one or more.
